Screening results from PubChem.
ERG Ets-DNA blk – ERG Ets/DNA interaction inhibition | fluorescence polarization, His-ERG Ets domain / labelled DNA | P11308 | actives 0.028% (n = 370,000) | AID 624246 | Potency, µM (highest dose often 76.9 µM), inactives show top-dose FP activity, negative = inhibition, usual class: inhibitors; active means well fitted inhibition curve with a large enough effect in the polarisation, with a control signal flat; inconclusive means small, poorly fitted or top-dose-only effect, or effect the other way, or a change in a side signal; inactive means no such curve, though single readings can be large or run the other way; the % refers to the polarisation;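 further: polarization taken with two DNA probes labelled with fluorescein and Texas red; potency means the concentration at half of the fitted maximal effect; % of control where 0% means no effect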
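His-tagged ERG Ets domain (1 uM in the protein solution; 300mM KCl, 50mM Tris-HCl, 1mM EDTA, 1mM DTT, pH 7.5) received compound, then a probe mix of 5 nM fluorescein-DNA and 100nM Texas-615-DNA. Fluorescence polarization was read for both dyes.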
GRP78 ERSR act – ER stress response induction in glioma. actives 0.02% (n = 420,000). AID 602332. U87-MG GRP78 promoter luciferase reporter, 16 h. Potency, µM, inactives show at the highest dose activation, hits mostly activators; further: potency means the concentration at half of the fitted maximal effect; series mostly up to about 76 µM; % of control where 0% means no effect; nearly all actives have a fitted effect of over 35% in size
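Stably transfected U87-MG human glioma cells carrying a GRP78-based luminescent sensor were seeded at 1000 cells/well, pin-dosed with compounds and incubated 16 h. Luciferase reagent was then added, and end-point luminescence was read after 10 min at room temperature.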
Vif-A3G inh – inhibitors of Vif-APOBEC3G interaction. Q9HC16. HeLa A3G-eYFP + Vif (tagged APOBEC3G with the HIV-1 protein that degrades it), YFP fluorescence, overnight. Potency, µM (doses to about 46.1 µM), without a hit: top-dose activity, negative = active, hits mostly inhibitors. actives 0.076% (n = 410,000);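 further: potency means the concentration at half of the fitted maximal effect; on the % scale 0 is the no-effect control and ±100 the full control effect; nearly all actives have a fitted effect of over 60% in size; hits raise eYFP signal because A3G escapes Vif-driven loss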
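Read-out is eYFP fluorescence (Ex 488/Em 500-530) from Vif-expressing HeLa A3G-eYFP cells; more signal means A3G escaped Vif-mediated degradation. Cells plated overnight, compound pinned in, incubated overnight at 37 deg C.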
D2 agonist – agonists of human D2 dopamine receptor. actives 0.53% (n = 340,000). P14416. activation, % at 2 µM. HEK293 T-REx D2 cells, calcium flux agonist mode;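 active means activation over 3 SD above normal in the single-dose calcium agonist read, cut at about 30% in these data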; further: 0% is about no effect
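Tetracycline-induced HEK293 Trex cells with D2 receptor force-coupled to calcium signaling, plated overnight at 30 C and loaded with no-wash calcium dye. Calcium flux read kinetically for 180 s after compound addition; responses flag agonists.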
Vif-A3F inh – blocks the Vif interaction with APOBEC3F. HeLa A3F-eYFP + Vif (tagged APOBEC3F with the HIV-1 protein that degrades it), YFP fluorescence increase. Potency, µM (top dose mostly 46.1 µM), without a hit: at the top dose activity, negative = active. actives 0.2% (n = 390,000). AID 602313; further: potency means the concentration at half of the fitted maximal effect; % of control where 0% means no effect; nearly all actives have a fitted effect of over 65% in size
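HeLa cells stably expressing A3F-eYFP plus Vif, plated and incubated overnight at 37 deg C, then exposed to compounds overnight at 37 deg C. Blocked degradation read as raised yellow fluorescence (Ex 488/Em 500-530).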
RGS4 inh – inhibitors of human regulator of G protein signaling 4; actives 0.039% (n = 390,000); P49798; AID 504845; Transcreener GDP fluorescence polarization, RGS4-accelerated GTP hydrolysis; Potency, µM (titrated, usually from 114 µM), for inactives: top-dose activity change, negative = inhibition, usual class: inhibitors; further: potency means the concentration at half of the fitted maximal effect; on the % scale 0 is the no-effect control and ±100 the full control effect; nearly all actives have a fitted effect of over 75% in size; some results filed as inactive show a strong effect at the top dose
Target sequence (P49798 whole entry, looked up): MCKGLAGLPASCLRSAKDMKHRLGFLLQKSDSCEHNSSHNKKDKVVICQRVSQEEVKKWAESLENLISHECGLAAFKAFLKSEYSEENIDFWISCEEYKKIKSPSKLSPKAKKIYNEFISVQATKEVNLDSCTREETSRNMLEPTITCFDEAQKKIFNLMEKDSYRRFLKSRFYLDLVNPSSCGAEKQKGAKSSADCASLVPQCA
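MLSMR compounds (23 nl, pin-transferred) preincubated 10 min at room temperature with a 500nM (2x) first reagent, then RGS4 at 900nM (2x) plus Transcreener GDP mix added; fluorescence polarization (620/688 nm) read before and after 90 min at 30 °C.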
LDHA block – blocks human lactate dehydrogenase A; AID 1347041; activity change, % (values are at about 110 or 230 µM); actives 0.15% (n = 480,000); P00338; purified LDHA, NADH/diaphorase-resazurin fluorescence; stronger effect = lower value; in the data active means activity change below about -30%; inconclusive means mostly about -25% to -30%;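 further: plate controls were DMSO wells for no effect and wells without enzyme for full effect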
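LDH5 2 nM; NADH 0.06 mM, pyruvate 0.2 mM; 200 mM Tris pH 7.4, EDTA, Tween-20; 5 min RT. Detection: diaphorase 0.133 mg/mL + resazurin 37 µM, fluorescence ex540/em590 at 0 and 20 min; normalized to enzyme-free and DMSO wells.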
D2 antagonist – antagonizes the human D2 dopamine receptor | HEK293 TREx D2 cells, calcium flux, dopamine EC80 | inhibition, % at 10 µM | actives 2% (n = 340,000) | AID 485344; in the data active means inhibition above about 30%; further: 0% is about no effect
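Calcium mobilization kinetics were recorded at 1 s intervals in tetracycline-induced HEK293 T-REx D2 cells, first for 180 s after compound addition and then 180 s after EC80 dopamine.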
ALOX12 inh – inhibitors of human 12S-lipoxygenase ALOX12. P18054. actives 1.1% (n = 580,000). AID 1671190. purified 12hLO, xylenol orange hydroperoxide absorbance. Potency, µM (series often up to 108 µM), for inactives: at the top dose activity change, negative = inhibition, usual class: inhibitors; further: potency means the concentration at half of the fitted maximal effect; on the % scale 0 is the no-effect control and ±100 the full control effect
Target sequence (P18054 whole entry, looked up): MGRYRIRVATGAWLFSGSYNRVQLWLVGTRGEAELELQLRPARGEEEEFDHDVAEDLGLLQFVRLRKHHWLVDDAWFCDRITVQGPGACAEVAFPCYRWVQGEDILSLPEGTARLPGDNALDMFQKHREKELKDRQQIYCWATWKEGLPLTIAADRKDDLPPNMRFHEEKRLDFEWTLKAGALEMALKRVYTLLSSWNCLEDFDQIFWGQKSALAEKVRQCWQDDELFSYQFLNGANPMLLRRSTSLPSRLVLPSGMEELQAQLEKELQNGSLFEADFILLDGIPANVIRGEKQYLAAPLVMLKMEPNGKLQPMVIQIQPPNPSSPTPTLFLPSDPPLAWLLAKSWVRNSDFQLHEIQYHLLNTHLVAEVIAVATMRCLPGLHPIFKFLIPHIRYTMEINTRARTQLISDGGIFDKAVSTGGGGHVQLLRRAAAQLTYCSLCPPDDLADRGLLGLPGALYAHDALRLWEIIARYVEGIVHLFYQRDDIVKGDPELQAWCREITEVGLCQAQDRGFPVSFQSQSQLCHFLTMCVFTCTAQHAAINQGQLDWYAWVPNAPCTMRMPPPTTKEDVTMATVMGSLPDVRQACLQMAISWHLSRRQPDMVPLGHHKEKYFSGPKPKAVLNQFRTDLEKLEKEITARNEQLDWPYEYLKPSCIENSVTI
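Hydroperoxide product was detected by ferrous iron/xylenol orange as the 573 to 405 nm absorbance ratio. Arachidonic acid at 40 uM (final) was turned over for 30 min at room temperature by 150 nM human 12hLO, pH 7.0 Hepes buffer, after 15 min compound preincubation.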
The depositor's hits bear a star; ? = inconclusive; . = no result given; & = joins results of further samples; [ ] = another dose, or the depositor's remark. Unless noted, the call rests on the fitted dose curve; in most records, active means well fitted curve in the direction sought with a large enough effect; inconclusive means small, poorly fitted or top-dose-only effect, or another doubt; inactive means no such curve, though single readings can be large; an effect the other way counts as inactive or inconclusive.

no.	canonical_smiles	ERG Ets-DNA blk	GRP78 ERSR act	Vif-A3G inh	D2 agonist	Vif-A3F inh	RGS4 inh	LDHA block	D2 antagonist	ALOX12 inh
1	CC(C)(C)c1ccc(Cn2nnc3c(=O)[nH]c(C4CCCN(C(=O)c5ccco5)C4)nc32)cc1 (configuration not stated)	-8%	-4%	-3%	-0.2	-24%	-6%	-3	22	?
2	Cc1csc(NC(=O)CSCC(=O)O)c1-c1nc2ccccc2s1	-3%	-5%	-28%	0.2	?	-32%	-3	-17	0%
3	CCOC(=O)C1=CC[C@H]2c3c(c4ccccc4n3C)C(=O)C1N2S(=O)(=O)c1ccc(C)cc1	2%	3%	0%	0.1	6%	-22%	1	-2	11%
4	Cc1c(C(=O)N2CCOCC2)sc(NC(=O)CCl)c1C#N	-2%	5%	5%	17	-5%	5%	-4	8	-12%
5	O=c1oc2ccccc2c(NC2CCCCC2)c1NS(=O)(=O)c1ccc(Cl)cc1	-11%	-4%	0%	-1.4	1%	21%	2&-9	-24	?
6	CS(=O)(=O)N1CCC(C(=O)Nc2ccccc2Cl)CC1	-5%	-2%	3%	0.1	1%	-20%	-1	-17	0%
7	O=C(Cc1ccccc1)Nc1ccccc1Sc1ccccc1	7%	-2%	1%	-1.1	0%	-3%	1	5	-2%
8	Nc1nnc(SCC(=O)NC2CCCc3ccccc32)s1 (configuration not stated)	-3%	-4%	4%	1.8	-5%	32%[11.4 µM]	-4	-12	12%
9	COc1ccccc1N1CCN(C2CCC(C)CC2)CC1 (configuration not stated)	6%	-1%	-1%	-0.2	1%	20%	-3	11	?
10	COc1ccc(N(CC(=O)N2CCc3ccccc3C2)S(=O)(=O)c2ccccc2)cc1	8%&0%	-1%&-1%	-2%&4%	-0.5&-0.8	-1%&1%	4%&-17%	-1&-2	0	-2%&2%
11	CCOc1ccc(NC(=O)CSc2nc3ccsc3c(=O)n2Cc2ccc(C(=O)O)cc2)cc1	.	0%	-7%	.	-1%	.	-4	.	-3%
12	COc1ccc(NC(=O)CN2C(=O)c3ccccc3S2(=O)=O)cc1OC	9%	-3%	1%	0.0	?	19%	3	-14	-1%
13	Cc1ccc(C(=O)N[C@H](C(=O)Nc2cc(Cl)cc(Cl)c2)C(C)C)cc1	-7%	-6%	0%	0.8	-1%	5%	-2	-4	-26%
14	COc1ccc(N2CCN(S(=O)(=O)c3cc4c5c(c3)C(C)C(=O)N5CCC4)CC2)cc1 (configuration not stated)	-4%	-3%	0%	-0.3	1%	-13%	-5	-9	?
15	C/C(CC(=O)NC(C)(C)C)=N\NC(=O)c1ccco1	3%	1%	-20%	0.2	3%	14%	-10	-1	-12%
16	CCOC(=O)c1cnc(SCc2ccccc2)nc1N	.	5%	-7%	-1.7	0%	-2%	-8	12	-2%
17	c1ccc(OCCNc2ccn3nc(-c4ccc(OCCN5CCOCC5)cc4)cc3n2)cc1	.	-5%	-14%	.	.	.	-3	.	4%
18	O=C(CSc1nnc2ccccn12)Nc1ccccc1[N+](=O)[O-]	.	-1%	-1%	.	-5%	.	-10	.	-4%
19	CCOC(=O)C1=C(CN2CCN(c3cccc(Cl)c3)CC2)NC(=O)NC1c1ccc(Cl)cc1 (configuration not stated)	4%	-2%	-1%	-0.6	0%	-3%	-8	.	-21%
20	Cc1cc(C)n(CC(O)COCc2ccco2)n1 (configuration not stated)	-2%	-3%	2%	0.8	0%	-27%	-5	7	-1%
21	Cc1nc2ccn(Cc3cccs3)c(=O)c2cc1C(=O)N1CCN(c2ccc(F)cc2)CC1	6%	-2%	2%	0.2	-5%	-10%	3	.	-7%
22	O=C(Nc1cccc2ccccc12)c1cnccn1	2%	7%	5%	-0.3	0%	-6%	0	-9	-6%
23	Cc1cccc(C(=O)NCC(=O)N2CCN(S(=O)(=O)c3cc(C)ccc3C)CC2)c1	12%	-5%	?	-0.5	9%	-2%	2	23	-22%
24	CC(C)C1=CC(=Nc2ccc(S(N)(=O)=O)cc2)C=C(C(C)C)C1=O	13%	-5%	2%	0.3	-10%	-7%	15	-3	0%
25	CCOC(CNC(=O)c1cc2c(=O)n(CC)c3ccccc3c2s1)OCC	-17%	0%	-3%	-1.1	1%	-30%	-2	20	6%

Continuation:
no.	canonical_smiles	ERG Ets-DNA blk	GRP78 ERSR act	Vif-A3G inh	D2 agonist	Vif-A3F inh	RGS4 inh	LDHA block	D2 antagonist	ALOX12 inh
26	Cc1ccc(/C=C(\NC(=O)c2ccccc2)C(=O)N2CCCC2C(=O)O)cc1 (configuration not stated)	0%	-2%	-6%	1.6	-1%	-3%	4	-22	-14%
27	CCc1ccc2c(CN3CCN(Cc4ccccc4)CC3)cc(=O)oc2c1	6%	-4%	-1%	-0.9	1%	2%	-3&3	-4	?
28	Cc1ccccc1NC(=O)Cn1c(C)nc2ccc(N)cc2c1=O	-2%	-4%	-3%	0.1	7%	-36%	5	3	-8%
29	COc1ccc(S(=O)(=O)N2CCOCC2)cc1NC(=O)c1ccccc1-c1ccc(C(F)(F)F)cc1	3%	-2%	0%	-1.4	-4%	-28%	1	-5	-22%
30	CCc1ccc(NC(=O)CSc2nc(CSc3ccc(C)cc3)cc(=O)[nH]2)cc1	5%	4%	0%	-0.6	-3%	10%	-2	3	0%
31	C[C@]12CCC(=O)C=C1C=CC1C2CC[C@@]2(C)C1CC[C@@]21CCC(=O)O1 (some centres not stated)	9%	0%	7%	.	6%	-13%	-7	.	-7%
32	CC1CCC2(CC1)NC(=O)N(CC(=O)N1CCOCC1)C2=O (configuration not stated)	-2%	-3%	7%	.	2%	6%	4	.	-16%&26%
33	COc1ccc(C(=O)OC(C)CN2CCN(C)CC2)cc1 (configuration not stated)	5%	-1%	3%	0.3	3%	10%	-3	-12	?
34	CCN1CCSc2ccc(C(=O)NCc3ccc(OC)cc3)cc21	35%[activator]	0%	-5%	.	1%	-25%	-8	.	-21%
35	COc1ccc(S(=O)(=O)N2CCN(c3cccc(C)c3C)CC2)cc1	0%	0%	-3%	-0.6	-3%	-12%	0	6	175%[activator]
36	COc1ccc(C2N(c3ccc(Cl)cc3)N=C(C(C)=O)N(C)N2C(C)=O)cc1 (configuration not stated)	?	0%	-19%	0.8	-5%	2%	-3	8	-59%
37	CC(=NNC(=S)N1CCN(c2ccccn2)CC1)c1ccccn1	15%	-2%	1%	.	6%	?	-6	.	?
38	Cc1cccc(NC(=O)C2CCN(S(=O)(=O)c3ccc4c(c3)C(C)(C)C(=O)N4C)CC2)c1C	5%	-4%	-12%	0.2	2%	5%	-5	-4	-4%
39	O=C(CSc1nc2ccccc2c(=O)n1-c1ccc(F)cc1)NC1CCS(=O)(=O)C1 (configuration not stated)	-4%	-5%	2%	-0.3	-1%	32%	-12	9	-1%
40	COc1nc(C)cc(C)c1S(=O)(=O)c1ccc(Cl)cc1	-1%	0%	-6%	-1.1	4%	-6%	-3	11	-6%

Part of the list above, reformatted.
[31] C[C@]12CCC(=O)C=C1C=CC1C2CC[C@@]2(C)C1CC[C@@]21CCC(=O)O1 (some centres not stated)
- ERG Ets-DNA blk: 9%
- GRP78 ERSR act: 0%
- Vif-A3G inh: 7%
- D2 agonist: .
- Vif-A3F inh: 6%
- RGS4 inh: -13%
- LDHA block: -7
- D2 antagonist: .
- ALOX12 inh: -7%

[32] CC1CCC2(CC1)NC(=O)N(CC(=O)N1CCOCC1)C2=O (configuration not stated)
- ERG Ets-DNA blk: -2%
- GRP78 ERSR act: -3%
- Vif-A3G inh: 7%
- D2 agonist: .
- Vif-A3F inh: 2%
- RGS4 inh: 6%
- LDHA block: 4
- D2 antagonist: .
- ALOX12 inh: -16%&26%

[33] COc1ccc(C(=O)OC(C)CN2CCN(C)CC2)cc1 (configuration not stated)
- ERG Ets-DNA blk: 5%
- GRP78 ERSR act: -1%
- Vif-A3G inh: 3%
- D2 agonist: 0.3
- Vif-A3F inh: 3%
- RGS4 inh: 10%
- LDHA block: -3
- D2 antagonist: -12
- ALOX12 inh: ?

[34] CCN1CCSc2ccc(C(=O)NCc3ccc(OC)cc3)cc21
- ERG Ets-DNA blk: 35%[activator]
- GRP78 ERSR act: 0%
- Vif-A3G inh: -5%
- D2 agonist: .
- Vif-A3F inh: 1%
- RGS4 inh: -25%
- LDHA block: -8
- D2 antagonist: .
- ALOX12 inh: -21%

An excerpt; count on the stated rates, not on these rows.
